# Compound activity deposited in PubChem by several laboratories.
# SR-BI DiI-HDL act: activators of SR-BI mediated HDL lipid uptake | CHO ldlA[mSR-BI] cells, DiI-HDL uptake fluorescence, 3 h; 100 = double the neutral-control signal | activation, % at 12.5 µM | 320,000 tested, 0.096% active | AID 504775;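 active = mean replicate activation of at least 60% and every replicate at or above 60%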;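 note: 0% = median plate neutral-control signal and 100% = twice that signal; values of inactives mirror those of a sister screen read the other way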
#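 material = CHO ldlA[mSR-BI] cells | medium = Ham's F12 with 0.5% BSA, HEPES 25 mM, pH 7.4 | reagent = fluorescent DiI-HDL, 10 µg/mL final | compound dosing = single-point compound dose | incubation = 3 h, 37 °C | measured by = bottom-read fluorescence, 550/595 nm | measure = HDL uptake via cellular fluorescence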
# DAGLB inhibitor: diacylglycerol lipase beta (human) inhibition. Q8NCG7. HEK293T DAGLB membrane lysate, EnzChek fluorogenic substrate. inhibition, % at 5.17 µM. 340,000 tested, 0.059% active. AID 504411; in the data active = inhibition above about 34%;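 note: 0% = enzyme with vehicle and 100% = wells lacking enzyme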
# Target sequence (Q8NCG7 whole entry, looked up): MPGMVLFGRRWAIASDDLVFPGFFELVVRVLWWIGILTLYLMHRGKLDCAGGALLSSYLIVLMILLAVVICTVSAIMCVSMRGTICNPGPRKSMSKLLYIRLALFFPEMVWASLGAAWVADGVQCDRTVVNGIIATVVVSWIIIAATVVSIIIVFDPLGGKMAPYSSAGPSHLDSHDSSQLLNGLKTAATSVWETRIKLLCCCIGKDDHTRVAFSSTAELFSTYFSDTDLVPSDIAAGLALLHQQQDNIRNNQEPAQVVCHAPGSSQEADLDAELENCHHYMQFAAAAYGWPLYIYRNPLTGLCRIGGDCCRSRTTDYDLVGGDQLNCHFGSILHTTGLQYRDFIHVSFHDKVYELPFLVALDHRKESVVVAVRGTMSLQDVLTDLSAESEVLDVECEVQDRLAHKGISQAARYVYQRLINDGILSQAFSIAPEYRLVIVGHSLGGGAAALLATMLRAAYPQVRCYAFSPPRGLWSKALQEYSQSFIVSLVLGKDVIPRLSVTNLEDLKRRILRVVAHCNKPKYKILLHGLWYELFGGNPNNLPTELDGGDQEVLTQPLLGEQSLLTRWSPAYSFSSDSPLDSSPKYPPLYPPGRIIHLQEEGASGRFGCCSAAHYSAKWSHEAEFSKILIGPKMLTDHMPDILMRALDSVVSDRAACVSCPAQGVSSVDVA
# Arrestin-AP2 inh: blocks beta-arrestin peptide binding to AP2 adaptin; inhibition, % at 10 µM; AID 504490; FITC-arrestin peptide / GST-AP2 beads, flow cytometry; AP2 beta2 appendage carries R879A mutation; 340,000 tested, 0.31% active;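 active = inhibition above a set limit, near 3 SD of compounds lacking own fluorescence, cut at about 54% in these data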;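 note: plate controls were DMSO wells for no effect and 5 µM unlabelled arrestin peptide for full effect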
#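 System: GST-AP2 R879A glutathione beads. Medium: PBS with 0.05% Tween 20 and 0.1% BSA. Also added: FITC-arrestin peptide, 50 nM. Incubation: 12 min plus 1 h, RT. Measured by: high-throughput flow cytometry of beads, ex 488, em 535 nm. Evaluation: percent drop in bead-associated FITC signal.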
# Keap1-Nrf2 PPI: disrupts human Keap1 binding to Nrf2 peptide; Q14145; Keap1 Kelch-Nrf2 peptide fluorescence polarization, 1536-well; inhibition, % at 9.4 µM; 340,000 tested, 0.15% active; in the data active = inhibition above about 12%;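 note: human Keap1 Kelch domain with fluorescein labeled Nrf2 9mer peptide probe; 0% = neutral control wells and 100% = peptide positive control; higher means more block of Keap1 binding to Nrf2 peptide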
# NSD2 HMT inh: blocks human histone methyltransferase NSD2; O96028; inhibition, % at 12.5 µM; 310,000 tested, 0.54% active; NSD2 peptide methylation, AlphaScreen, 120 min; in the data active = inhibition above about 50%
# SR-BI DiI inh: inhibitors of mouse SR-BI mediated HDL lipid uptake. ldlA[mSR-BI] CHO cells, DiI-HDL uptake fluorescence, 3 h. inhibition, % at 12.5 µM. 320,000 tested, 0.96% active. AID 488896;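 active = mean replicate inhibition of at least 70% and a set share of replicates each scoring 70 or more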;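 note: 0% = median of neutral control wells and 100% = median of positive control wells; values of inactives mirror those of a sister screen read the other way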
# Cardiac RTF inh: cardiac RTF calcium desensitization; P19429+P45379; IANBD-labeled cardiac RTF, Ca2+ fluorescence; inhibition, % at 7.15 µM; 340,000 tested, 0.12% active; AID 493244;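 active = inhibition above the mean inhibition of all tested compounds plus 3 SD, cut at about 17% in these data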;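 note: assay run at fixed EC70 calcium of 1.6 mM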
# PvdQ inh: blocks Pseudomonas aeruginosa PvdQ acylase activity; purified PvdQ acylase, fluorescence plate reader; AID 488965; 340,000 tested, 0.063% active; inhibition, % at 10 µM; in the data active = inhibition above about 30%, passing the limit was not always enough;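 note: 0% = vehicle neutral wells and 100% = reference inhibitor wells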
# PKA-R2B activ: PKA-R2B complex activation. P22694+P31323. PKA-R2B holoenzyme dissociation, Cy5-IP20 fluorescence polarization; R2B truncated from residue 108, S112A mutant; 0% DMSO only, 100% 113 µM cGMP. activation, % at 11.4 µM. 340,000 tested, 0.079% active. AID 504700;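 active = activation above a cutoff set at the mean over all compounds plus 3 SD, cut at about 18% in these data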;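 note: higher means more holoenzyme dissociation and a rise in polarization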
# Target sequence (P31323 whole entry, looked up, other chains not shown, the tested form may be a part): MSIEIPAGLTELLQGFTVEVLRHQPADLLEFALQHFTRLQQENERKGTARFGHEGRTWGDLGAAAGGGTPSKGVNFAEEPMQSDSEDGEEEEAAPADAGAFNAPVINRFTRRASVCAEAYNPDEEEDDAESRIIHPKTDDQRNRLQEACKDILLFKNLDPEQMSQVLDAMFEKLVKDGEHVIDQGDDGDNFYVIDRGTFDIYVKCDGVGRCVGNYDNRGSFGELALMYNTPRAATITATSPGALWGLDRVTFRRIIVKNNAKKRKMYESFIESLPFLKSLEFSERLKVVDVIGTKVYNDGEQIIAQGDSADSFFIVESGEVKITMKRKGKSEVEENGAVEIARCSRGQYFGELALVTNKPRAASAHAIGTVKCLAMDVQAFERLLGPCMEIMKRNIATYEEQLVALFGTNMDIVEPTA
# LANA DNA inh: KSHV C-LANA DNA binding inhibition. inhibition, % at 9 µM. 340,000 tested, 0.078% active. MBP-C-LANA/FAM-LBS DNA binding, fluorescence polarization. AID 504423;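 active = highest replicate inhibition at or above 60% at 9 µM, even if other replicates fall short; inactive = all replicates below 60% inhibition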;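 note: 0% = neutral control wells and 100% = 4 µM acridine orange control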
# Numbers without * were called inactive; x = no result given.
SMILES,SR-BI DiI-HDL act,DAGLB inhibitor,Arrestin-AP2 inh,Keap1-Nrf2 PPI,NSD2 HMT inh,SR-BI DiI inh,Cardiac RTF inh,PvdQ inh,PKA-R2B activ,LANA DNA inh
Cc1no[n+]([O-])c1COc1ccc(/C=N/n2nnnc2N)cc1,-6,0,22,-1,13,6,-1,3,7,1.5
N#CCCN(CCC#N)c1nncs1,-5,-1,4,-2,3,5,-1,-6,-9,-0.6
CCCOc1ccc(/C=N/n2nnnc2N)cc1OC,-17,-1,28,-1,-6,17,-10,-2,1,1.3
CCCCCCCCCCCNC(=O)c1ccoc1C,-3,-6,41,-4,31,3,-6,3,1,1.5
O=[N+]([O-])c1cccc(S(=O)(=O)Nc2nc3ccccc3nc2Nc2cccc(S(=O)(=O)N3CCCCC3)c2)c1,-76,2,-6,4,x,76*,-21,2,0,1.7
Cn1c(CN2CCOCC2)nnc1SCC(=O)NC1CCCCC1,11,2,7,-5,1,-11,0,-4,5,-0.1
CC(CO)(CO)NCc1ccc(-c2ccccc2)cc1,13,1,-4,-7,-2,-13,-12,-15,-9,0.6
COc1ccc(-c2ccc3c(c2)C2CC3CCN2C(=O)OCc2ccccc2)cc1 (stereo not drawn),12,-11,22,-5,x,-12,-6,-12,-1,-2.8
CCOc1ccc(N/C=C/C(=O)c2ccc3ccccc3c2)c([N+](=O)[O-])c1,-68,1,18,1,-1,68,1,0,0,-0.4
O=C(COc1ccccc1Cl)OCC(=O)N1CCN(S(=O)(=O)c2ccccc2)CC1,32,-2,5,-4,0,-32,-8,-10,12,0.6
COC(=O)C1=C(C)N(CCCC(=O)O)C(=O)NC1c1ccc(C#N)cc1 (stereo not drawn),7,6,0,-2,x,-7,4,-13,-3,2.4
COC(=O)c1cc(NS(=O)(=O)c2ccc3c(c2)c(=O)n(C)c(=O)n3C)cc(C(=O)OC)c1,15,-3,12,1,15,-15,-8,3,4,-0.6
Cc1nc(C)c(-c2csc(Nc3ncccc3C)n2)s1,-58,-2,31,0,2,58,3,10,-2,-0.4
CCN(CC)c1ccc(NC(=O)C2=CCN(S(=O)(=O)c3ccc(F)cc3)CC2)c(C)c1,-51,-1,1,-3,x,51,4,-4,-8,-0.8
O=C(CCC(=O)c1ccc(F)cc1)NC1CCCN(Cc2ccccc2F)C1 (stereo not drawn),-5,0,33,-4,-3,5,2,5,11,-0.4
CC(Cc1n[nH]c(=S)o1)c1ccccc1 (stereo not drawn),-3,0,17,-4,6,3,-9,-16,-6,-1.4
Cc1cc2cc(CNS(=O)(=O)c3ccc4ccccc4c3)ccc2n1C,16,10,22,1,x,-16,-13,5,-10,1.9
COc1ccc2nc(NC(=O)CSc3nc4cccnc4n3C)sc2c1,-35,0,5,-3,-7,35,-1,-20,6,-1.5
Cc1ccc(NC(=O)c2cccc(N3C(=O)C4C5C=CC(C5)C4C3=O)c2)cc1C (stereo not drawn),x,0,-18,-4,-2,26,5,-14,-5,0.4
CCOc1ccc2c(c1)C(c1cccs1)=NNC(c1cccnc1)=N2,-17,0,4,-3,6,18,-11,-11,-3,-0.3
O=C(CSCc1nc2ccccc2[nH]1)N1CCN(c2cccc(Cl)c2)CC1,5,1,31,1,-2,-5,-5,3,2,6.8
CC(C)Oc1nc(-c2ccccc2O)nc2ccccc12,-37,-5,10,1,-4,37,-1,12,-3,-0.2
COc1ccc(/C=N/NC(=O)c2cc3c(ccc4ccccc43)o2)cc1OC,7,-3,25,-2,-1,-7,1,-5,-4,0.4
COc1ccc(CN2C(=S)NC(C)(C)CC2(C)O)cc1 (stereo not drawn),24,0,-4,2,-2,-24,-3,-10,-8,0.8
O=C(CCN1C(=O)C2CC=CCC2C1=O)NC1CCCCC1 (stereo not drawn),26,-1,0,-7,-1,-26,1,-7,1,0.3

# A different layout for part of the listing above.
structure	SR-BI DiI-HDL act	DAGLB inhibitor	Arrestin-AP2 inh	Keap1-Nrf2 PPI	NSD2 HMT inh	SR-BI DiI inh	Cardiac RTF inh	PvdQ inh	PKA-R2B activ	LANA DNA inh
CC(C)Oc1nc(-c2ccccc2O)nc2ccccc12	-37	-5	10	1	-4	37	-1	12	-3	-0.2
Cc1ccc(NC(=O)c2cccc(N3C(=O)C4C5C=CC(C5)C4C3=O)c2)cc1C (stereo not drawn)	x	0	-18	-4	-2	26	5	-14	-5	0.4

# (list continues)
SMILES,SR-BI DiI-HDL act,DAGLB inhibitor,Arrestin-AP2 inh,Keap1-Nrf2 PPI,NSD2 HMT inh,SR-BI DiI inh,Cardiac RTF inh,PvdQ inh,PKA-R2B activ,LANA DNA inh
Cc1ccc(NCCc2ccc(C)nc2)cc1,4,0,-12,0,8,-4,-26,-13,0,-1.7
CCCC(=O)Nc1ccc(N2CCCCC2)cc1,-3,0,3,-2,1,3,-1,-6,8,0.1
COc1cc2c(cc1OC)C(c1cc3cc4c(cc3[nH]c1=O)OCO4)N(C(=O)C1CC1)CC2 (stereo not drawn),3,2,2,5,1,-3,-4,-1,3,-0.5
O=C(Nc1ccc(C(=O)N2CCOCC2)cc1)C1CCC1,6,-3,-13,-1,x,-6,-6,-16,-3,-0.9
CCC(=O)N/N=C(\C)CC(=O)Nc1ccc(Cl)cc1,-5,2,5,3,-2,5,4,-2,-17,-0.9
Cn1c(-c2ccc(CN3CCCCC3)o2)nc2ccccc21,-8,1,0,-7,8,8,-2,-9,-17,4.4
COc1ccc(CN(C)C(=O)Cn2ccsc2=N)cc1OC,11,1,-18,-4,3,-11,1,-12,0,1.0
CCc1ccc(C(=O)NN=C2CCCCCC2)s1,0,-6,15,-1,-2,0,2,7,7,0.6
CCOc1ccc(CN2C(=O)c3ccccc3C2=O)cc1C(=O)Nc1nnc(SCC)s1,-6,-3,-7,-2,-2,6,-2,-16,-14,0.0
COc1ccc(C(=O)N2CCCC(c3nc(-c4ccc(C)o4)no3)C2)cc1OC (stereo not drawn),x,0,-9,-3,2,x,3,-7,-14,0.4
CC1=NN2C(=N)/C(=C\c3cc(C)n(-c4ccccc4)c3C)C(=O)N=C2S1,-25,-2,-1,-4,4,25,-7,-10,-4,0.9
COc1ncnc2c1oc1nc(CC(C)C)c3c(c12)CC(C)(C)OC3,-35,-14,4,3,-1,35,1,-9,10,-0.9
Cc1ccc(-c2nc3ccccc3s2)cc1NC(=O)c1cc(-n2cnnc2)ccc1Cl,-34,3,0,-3,0,34,2,-3,-1,1.7
O=C(CCC(=O)c1cccs1)NNC(=O)c1ccccc1O,5,6,-7,1,5,-5,-33,-4,-6,-0.1
CCCc1nnc(SCCSc2nnc(CCC)n2N)n1N,9,2,-1,3,-3,-9,-7,-6,0,0.6
CCCN(C(=O)Cn1ncc2c(=O)oc3ccccc3c21)c1cccc(C)c1,-19,-1,-3,-2,-3,19,6,-6,-5,0.8
O=C(NCCc1ccccc1)[C@@H]1CC=C[C@@H]2CCN(Cc3ccc(Cl)c(Cl)c3)C(=O)[C@@H]21,-3,-3,-6,3,x,3,-2,-12,2,-1.5
CCN(C[C@H]1N[C@@](CC)(C(=O)OC)[C@H]2C(=O)N(C)C(=O)[C@@H]12)C(=O)Nc1ccc(F)cc1,36,-2,29,1,x,-36,-3,4,-8,-0.4
Cc1ccc(-c2cc(C(F)F)n3ncc(C(=O)Nc4ccc(S(=O)(=O)Nc5ccccc5C)cc4)c3n2)cc1,-45,-2,25,-1,12,45,0,20,-3,1.1
Cc1cccc(/C(N)=N/OC(=O)c2ccc(Br)o2)c1,6,-12,-6,-7,-1,-6,4,-12,-2,-2.1
COCCCN(C(=S)Nc1cccc(Cl)c1)C(C)c1ccncc1 (stereo not drawn),20,-2,10,-4,-2,-20,-4,-5,2,0.3
CCCNC(=O)NC1CCCc2ccccc21 (stereo not drawn),-10,3,3,2,0,10,-3,1,3,-1.0
CN(NC(=O)c1ccccc1F)c1nc(C(F)(F)F)nc2ccccc12,-8,-1,-5,1,x,8,1,-18,-2,0.3
NC(=O)CSc1nnc(-c2cccnc2)n1CCc1ccccc1,-11,1,-2,0,x,11,2,-13,-8,0.2
NC1=NC(c2ccc(Cl)cc2)C(C(=O)c2ccccc2)N1 (stereo not drawn),16,-2,-3,-4,-2,-16,0,-15,1,-0.9
CC(O)CSc1nc2c(c(=O)[nH]c(=O)n2C)n1Cc1ccccc1 (stereo not drawn),-8,1,9,-4,2,8,-13,-25,-6,-0.3
Cc1cc(C)c2c(c1)/C(=N/NS(=O)(=O)c1ccccc1)CCC2,5,-4,-3,4,10,-5,-2,-5,-3,0.0
CCOC(=O)C1=C(C)Nc2ccccc2N/C1=N\S(=O)(=O)c1cccc(Cl)c1,47,5,1,-1,2,-47,-7,-9,-7,-2.2
COc1cccc2c1OCC(C(=O)O)C2 (stereo not drawn),26,0,-11,3,0,-26,0,-7,-3,-0.2

# Entries above that have an aryl methoxy group:
SMILES,SR-BI DiI-HDL act,DAGLB inhibitor,Arrestin-AP2 inh,Keap1-Nrf2 PPI,NSD2 HMT inh,SR-BI DiI inh,Cardiac RTF inh,PvdQ inh,PKA-R2B activ,LANA DNA inh
CCCOc1ccc(/C=N/n2nnnc2N)cc1OC,-17,-1,28,-1,-6,17,-10,-2,1,1.3
COc1ccc(-c2ccc3c(c2)C2CC3CCN2C(=O)OCc2ccccc2)cc1 (stereo not drawn),12,-11,22,-5,x,-12,-6,-12,-1,-2.8
COc1ccc2nc(NC(=O)CSc3nc4cccnc4n3C)sc2c1,-35,0,5,-3,-7,35,-1,-20,6,-1.5
COc1ccc(/C=N/NC(=O)c2cc3c(ccc4ccccc43)o2)cc1OC,7,-3,25,-2,-1,-7,1,-5,-4,0.4
COc1ccc(CN2C(=S)NC(C)(C)CC2(C)O)cc1 (stereo not drawn),24,0,-4,2,-2,-24,-3,-10,-8,0.8
COc1cc2c(cc1OC)C(c1cc3cc4c(cc3[nH]c1=O)OCO4)N(C(=O)C1CC1)CC2 (stereo not drawn),3,2,2,5,1,-3,-4,-1,3,-0.5
COc1ccc(CN(C)C(=O)Cn2ccsc2=N)cc1OC,11,1,-18,-4,3,-11,1,-12,0,1.0
COc1ccc(C(=O)N2CCCC(c3nc(-c4ccc(C)o4)no3)C2)cc1OC (stereo not drawn),x,0,-9,-3,2,x,3,-7,-14,0.4
COc1ncnc2c1oc1nc(CC(C)C)c3c(c12)CC(C)(C)OC3,-35,-14,4,3,-1,35,1,-9,10,-0.9
COc1cccc2c1OCC(C(=O)O)C2 (stereo not drawn),26,0,-11,3,0,-26,0,-7,-3,-0.2

# Not a hit list; any-hit rate near 2.1%.
